High-throughput results deposited in PubChem BioAssay by several laboratories.
TPT1 inhibitor = inhibitors of Candida albicans tRNA 2'-phosphotransferase TPT1; recombinant caTPT1, FP RNA substrate dephosphorylation; inhibition, % at 5 µM; 300,000 tested, 0.81% active; AID 1962;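 active means inhibition above the mean of all tested compounds plus 3 SD, set per screening campaign, cut at about 24% in these data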;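 further: plate controls were DMSO alone for no effect and ferristatin control at 100 nM for full effect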
Fh CTSL1 inh = cathepsin L1 inhibition, PFM18AAP counter-screen | recombinant F. hepatica cathepsin L1, Z-Leu-Arg-MCA fluorescence | inhibition, % at 5.96 µM | AID 1906 | 300,000 tested, 0.49% active;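 active means inhibition above the mean of all tested compounds plus 3 SD, set per screening campaign, cut at about 17% in these data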;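 further: 0% = plate median of test compound wells and 100% = 1 µM Z-Phe-Ala-diazomethylketone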
PP5 inh = blocks human protein phosphatase 5 activity. purified PP5c, OMFP substrate fluorescence. inhibition, % at 6.7 µM. 320,000 tested, 0.18% active;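 active means inhibition above the campaign's mean inhibition across all tested compounds plus 3 SD, cut at about 9.5% in these data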;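 further: 0% = DMSO only and 100% = 100 µM cantharidin control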
Target sequence (P53041 whole entry, looked up): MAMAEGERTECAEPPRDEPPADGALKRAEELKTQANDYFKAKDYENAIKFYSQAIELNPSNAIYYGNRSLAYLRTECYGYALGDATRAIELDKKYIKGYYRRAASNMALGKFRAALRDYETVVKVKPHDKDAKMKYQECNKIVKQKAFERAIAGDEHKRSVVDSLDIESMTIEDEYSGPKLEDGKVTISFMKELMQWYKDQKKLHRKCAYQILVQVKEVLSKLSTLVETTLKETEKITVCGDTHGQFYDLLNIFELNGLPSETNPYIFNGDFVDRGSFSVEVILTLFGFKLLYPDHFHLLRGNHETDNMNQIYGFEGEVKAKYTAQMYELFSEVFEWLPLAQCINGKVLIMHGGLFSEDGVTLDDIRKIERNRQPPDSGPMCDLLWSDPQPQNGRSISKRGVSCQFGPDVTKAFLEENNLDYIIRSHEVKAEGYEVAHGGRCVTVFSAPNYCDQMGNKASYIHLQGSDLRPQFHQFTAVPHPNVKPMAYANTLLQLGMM
PREPL inhibitor = inhibitors of human prolyl oligopeptidase-like enzyme PREPL | Q4J6C6 | recombinant PREPL, fluorescence polarization activity-based probe | inhibition, % at 5.96 µM | 320,000 tested, 0.68% active; in the data active means inhibition above about 43%;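 further: 0% = enzyme with DMSO and 100% = wells lacking enzyme; many of its hits are not listed in these tables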
Efflux pump mplx = inhibitors of Candida antifungal efflux pumps expressed in yeast. S. cerevisiae Candida pump triplex, Nile Red efflux. inhibition, % at 10 µM. 330,000 tested, 0.44% active. AID 485275;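 active means plate passing quality check with inhibition over a set limit, or well fluorescence over plate mean plus 4 SD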;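 further: Nile Red retained in pooled yeast measured as flow cytometry median fluorescence; 0% = buffer negative control and 100% = Enniatin B positive control; higher means more Nile Red kept so more efflux inhibition; some compounds called inactive have numbers as strong as hits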
PP1 inh = counter-screen for PP5 inhibitors: inhibitors of human PP1-alpha; 320,000 tested, 0.9% active; inhibition, % at 6.7 µM; purified PP1alpha, OMFP fluorescence; P62136; AID 2235;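 active means inhibition above the mean inhibition of all tested compounds plus 3 SD, computed separately for each screening campaign, cut at about 15% in these data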
LYPLA2 counter = counter-screen for PME1 inhibitors: inhibitors of human LYPLA2. O95372. recombinant LYPLA2, FP-Rh probe fluorescence polarization. inhibition, % at 5.9 µM. 320,000 tested, 0.38% active;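 active means inhibition above the screen-wide mean plus 3 SD, limit set per campaign, cut at about 26% in these data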;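 further: 0% = LYPLA2 with DMSO and 100% = wells lacking LYPLA2 enzyme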
core dimer inh = blocks dimerization of HCV core protein | inhibition, % at 5 µM | TR-FRET GST/Flag-core106 dimerization, 1536-well | 300,000 tested, 0.33% active;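 active means inhibition above the mean of all tested compounds plus 3 SD, set per screening campaign, cut at about 45% in these data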
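System: GST/Flag-tagged HCV core106 proteins. Incubation: compound-protein-antibody incubation 4 h at 22.5 °C. Technique: HTRF with 340 nm excitation, 617/671 nm emission. Medium: KF-containing HEPES buffer, pH 7.45, DTT, CHAPS, BSA. Read-out: inhibition (%) from 671 over 617 nm ratio. Also added: Eu(K)-anti-GST 90 ng/mL plus XL665-anti-Flag 1 µg/mL.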
JMJD2C inh = human JMJD2C demethylase inhibition; Q9H3R0; GST-JMJD2C(1-420) H3K9me3 demethylation, DELFIA europium; inhibition, % at 2.35 µM; 330,000 tested, 0.069% active;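 active means more than half of a compound's replicate wells show inhibition beyond 50%, single wells judged on their own value; inconclusive means some, but no more than half, of replicates pass 50% inhibition; inactive means no replicate passes 50% inhibition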;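 further: signal counts dimethyl H3K9 product captured on neutravidin plate; 0% = median of DMSO wells and 100% = 0.3 times that DMSO median; strong numbers were not always called active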
Target sequence (Q9H3R0 1-420 limits assumed): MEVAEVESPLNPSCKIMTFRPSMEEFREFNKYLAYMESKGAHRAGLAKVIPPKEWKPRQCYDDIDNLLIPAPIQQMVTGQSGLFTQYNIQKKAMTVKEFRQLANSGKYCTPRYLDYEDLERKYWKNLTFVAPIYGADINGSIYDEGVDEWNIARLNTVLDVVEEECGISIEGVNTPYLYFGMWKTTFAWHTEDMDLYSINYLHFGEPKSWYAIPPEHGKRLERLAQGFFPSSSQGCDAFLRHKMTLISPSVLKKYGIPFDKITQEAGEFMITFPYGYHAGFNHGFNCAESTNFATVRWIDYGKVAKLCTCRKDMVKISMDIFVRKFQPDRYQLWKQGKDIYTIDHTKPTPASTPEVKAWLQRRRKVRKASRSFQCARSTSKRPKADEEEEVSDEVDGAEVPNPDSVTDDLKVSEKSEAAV
The depositor's hits bear a star; ? = inconclusive; nt = no result given. This is a subset; rates above refer to the full screens.

SMILES	TPT1 inhibitor	Fh CTSL1 inh	PP5 inh	PREPL inhibitor	Efflux pump mplx	PP1 inh	LYPLA2 counter	core dimer inh	JMJD2C inh
CC(C)c1ccc(NC(=O)NC2(C(=O)NCc3cccnc3)CCCCC2)cc1	3	-3	2.4	7	0.2	-2	2	-6	0
Cc1ccc(NC(=O)C2CCN(S(C)(=O)=O)CC2)cc1C	-1	-2	2.7	6	0.1	0	4	1	-1
O=C(CSc1nc(=O)[nH]c2c1CCCC2)Nc1cc(C(F)(F)F)cc(C(F)(F)F)c1	0	7	-2.9	6	0.0	-1	0	-1	4
CC(=O)c1cccc(NC(=O)c2csc3c2CCCCC3)c1	-3	-1	5.4	2	-0.2	5	5	2	-9
COc1cc(NC(=O)CSc2nnc(Cn3nnc4ccccc43)n2C)cc(OC)c1	0	0	0.8	0	0.0	-2	-1	-3	?
CCOc1ccc(OCCSc2nnnn2-c2ccccc2)cc1	-3	-2	3.3	-26	0.0	-1	4	8	6
Cc1cc(C(F)F)n2nc(C(=O)Nc3cccc(C(F)(F)F)c3)nc2n1	1	0	3.0	10	0.0	-2	-1	-6	-5
Cc1ccc2nc(SCC(=O)NCCCN3CCCC3=O)[nH]c2c1	nt	nt	-1.4	3	-0.1	-6	1	nt	-4
O=C(NC(=S)NNC(=O)c1ccccc1O)c1ccc(F)cc1	-4	-2	1.1	-15	0.0	-5	3	8	8
O=C(Nc1nc2ccccc2s1)C1CCCO1 (stereo not given)	1	2	2.6	-9	0.0	-1	4	-6	1
O=C(Nc1cccc(-c2csc(Nc3cccc(C(F)(F)F)c3)n2)c1)c1cc([N+](=O)[O-])cc(C(F)(F)F)c1	-3	-1	0.6	-2	-0.2	-2	-10	12	-3
Cc1cccc(NC(=O)CCC2CCN(C(=O)c3ccc(C)s3)CC2)c1	2	10	-0.6	-12	0.1	-3	-3	-1	-1
CCCCOC(=O)c1ccc(NC(=O)c2ccoc2C)cc1	1	3	6.3	0	-0.2	5	-13	4	-3
CCOC(=O)CC/C(=N\NC(N)=O)c1ccc(OC)c(Cl)c1	2	1	-1.7	-6	-0.1	1	4	3	5
COc1ccccc1NS(=O)(=O)c1ccc2oc(SCC(C)=O)nc2c1	-1	-3	3.3	-3	0.4	-2	4	4	4
C=CCNc1oc(-c2ccco2)nc1S(=O)(=O)c1ccccc1	-2	9	2.4	19	-0.3	0	14	-7	-14
O=C(/C=C/c1ccc([N+](=O)[O-])cc1)N1CCN(S(=O)(=O)c2ccccc2)CC1	nt	nt	0.8	6	0.0	0	-4	nt	8
CCN1C(=O)/C(=c2\s/c(=C3\Sc4ccccc4N3C)c(=O)n2C)N(C)C1=S	-2	-2	1.2	0	0.1	-2	4	-3	-2
COc1ccc(NC2=CC(c3ccccc3)N(c3ccc(OC)cc3)C2=O)cc1 (stereo not given)	-1	-2	-0.8	7	-0.1	-4	1	10	2
COc1cc(O)c(/C=N/NC(=O)c2ccncc2)c(OC)c1[N+](=O)[O-]	-4	2	0.4	13	-0.2	-1	-1	-6	-24
CC[C@H](C)[C@H](NC(=O)OCc1ccccc1)C(=O)OCC(=O)N(C)CC(=O)Nc1ccccc1Cl	1	-3	3.8	0	-0.1	-5	-1	5	8
COc1cccc(C2NC(=O)NC(O)(C(F)(F)F)C2C(=O)c2cccnc2)c1OC (stereo not given)	-2	-4	-1.9	-1	0.0	-1	4	-2	3
Cc1cc(C(=O)Nc2ccc(S(=O)(=O)Nc3nccs3)cc2)c(C)o1	0	-2	-0.7	-2	-0.1	0	11	-1	6
CC(=O)C(/C=N/c1ncc(C(F)(F)F)cc1Cl)=C(\C)O	-1	4	-0.1	18	-0.1	-6	-1	-1	15
COc1cc(/C=N/NC(=O)c2sc(N)c(C#N)c2C)ccc1O	54*	4	2.8	24	0.0	1	-1	-15	27

(listing goes on)
SMILES	TPT1 inhibitor	Fh CTSL1 inh	PP5 inh	PREPL inhibitor	Efflux pump mplx	PP1 inh	LYPLA2 counter	core dimer inh	JMJD2C inh
Cc1nc2ccc(-c3nc4cc(N)ccc4o3)cc2[nH]1	-1	0	1.1	1	-0.3	-3	-3	1	10
COc1ccc(-c2noc(CN3CCOCC3)n2)cc1OC	2	-4	-0.9	1	0.2	-10	-2	-9	0
CCOC(=O)c1ccc(NC(=O)Cc2coc3cc4c(cc23)CCC4)cc1	0	2	1.9	-23	0.0	4	-78	3	0
O=C(O)c1cccc(-c2nnn(Cc3ccccc3)n2)c1	0	1	-2.2	0	0.0	-3	21	0	-3
O=C(COC(=O)CC(c1ccccc1)c1ccccc1)Nc1c(F)cccc1F	0	-18	-2.0	5	0.5	-3	-2	1	3
Cc1[nH]nc2cn[nH]c12	-2	-1	0.7	12	0.1	-1	-1	-3	-2
O=C(CCN1C(=O)CSc2ccccc21)Nc1cccc(C(F)(F)F)c1	nt	nt	4.1	-7	-0.2	1	5	nt	5
Cc1ccc(NCc2nnc(SCC(=O)NNC(=O)Cc3ccccc3)n2C)cc1	-5	0	0.8	-2	-0.1	-1	-1	-3	-4
O=C(c1ccc(F)cc1Cl)N1CCN(S(=O)(=O)c2cccs2)CC1	4	2	0.3	3	0.0	-1	0	15	12
CCc1ccc(OCC(=O)NC2CC(C)(C)NC(C)(C)C2)cc1	-2	-1	-0.2	38	-0.1	1	1	-4	-2
Cc1ccccc1OCC(O)CN (stereo not given)	-2	-2	-1.7	19	-0.2	-1	3	-2	6
CCCNC(=O)OCCC12CC3CC(CC(C3)C1)C2	-1	4	0.3	6	-0.2	2	6	-4	18
CCSc1ccc2nnc(-c3cccs3)n2n1	0	-4	0.1	2	-0.1	-3	0	5	4
COc1cc(C(=O)OC(C)C(=O)NCC2CCCCC2)cc(NC(=O)c2ccco2)c1OC (stereo not given)	0	1	-0.7	0	0.2	1	1	10	-17
CSCc1cccc(C(=O)OC(C)C(=O)Nc2c(C)n(C)n(-c3ccccc3)c2=O)c1 (stereo not given)	nt	nt	-0.5	2	0.2	-5	-5	nt	nt
O=C(N/C(=C/c1ccccc1)C(=O)N1CCCCCC1)c1ccccc1	-5	-2	1.7	8	0.2	-3	1	-1	7
OCCNCCCCSc1ccc(Cl)cc1	0	-1	0.8	-33	-0.1	0	-2	-1	-7
Cc1cc(-c2nc(C)c(C(=O)NNS(=O)(=O)c3cccc(C(F)(F)F)c3)s2)no1	-3	-1	1.0	4	-0.1	2	6	-2	4
O=C(NCC1CCCCC1)c1cc([N+](=O)[O-])ccc1Cl	0	-2	4.2	2	0.2	3	-4	-3	-6
NC(=O)c1sc2nc3c(c(-c4ccco4)c2c1N)CCCC3	1	3	2.4	32	0.1	2	11	-3	-6
Cc1ccn2c(C=O)c(-c3ccc(F)cc3)c(C=O)c2c1	6	4	-0.8	11	0.1	-2	-5	7	-12
O=C(NNC1=C(C(=O)C(F)(F)F)CCC1)c1cccc(Cl)c1	-2	-2	4.0	4	-0.1	1	3	-2	0
CC(=O)NC1=NN(C(C)=O)C(C)(c2ccc(C)o2)S1 (stereo not given)	-1	5	1.8	9	-0.1	4	1	-6	-7
COc1ccc(N2CCN(C(=O)COC(=O)CCOc3ccc(C)cc3)CC2)cc1	-3	-21	0.1	22	0.1	-3	1	0	-1
COc1cccc(-c2csc(N3CCN(C(=S)Nc4ccccc4)CC3)n2)c1	1	1	-0.8	14	-0.1	-4	-3	4	-3

Remaining list, next part.
SMILES	TPT1 inhibitor	Fh CTSL1 inh	PP5 inh	PREPL inhibitor	Efflux pump mplx	PP1 inh	LYPLA2 counter	core dimer inh	JMJD2C inh
CS(=O)(=O)N(Cc1ccc(Cl)cc1)c1ccc(C(=O)NCc2ccccn2)cc1	-1	1	0.5	-19	0.0	1	0	-1	-4
CCOc1ccccc1NC(=O)CCS(=O)(=O)c1cccs1	0	1	0.2	2	0.2	-2	6	-1	-6
CCC(=O)N1c2ccc(S(=O)(=O)CCC(=O)NC3CCCC3)cc2CC1C (stereo not given)	-8	-5	-1.8	-1	-0.1	-2	-1	-7	-4
O=C(Nc1nc(-c2ccccn2)cs1)C12CC3CC(CC(O)(C3)C1)C2	-1	0	3.6	7	0.2	-1	-3	0	6
Cc1ccc(S(=O)(=O)N(C)CC(=O)O/N=C(\N)c2cccnc2)cc1	-5	-34	3.0	-1	-0.6	-3	16	3	-5
CCCCN(C)CCNC(=O)c1cc2c(-c3ccccc3F)nn(C)c2s1	-1	4	0.0	-39	-1.3	0	-1	3	5
CCOc1ccc(C(=O)OCC(=O)N2CCCC2)cc1OCC	-2	0	-0.4	0	-0.1	1	3	3	-1
COc1ccc2oc(C(=O)NCc3ccccc3CN3CCCC3)c(C)c2c1	nt	nt	1.1	24	0.2	5	-12	nt	-8
O=[N+]([O-])c1ccccc1Oc1ccc(S(=O)(=O)N2CCOCC2)cc1	nt	nt	0.9	1	-0.1	-5	4	nt	-4
N#Cc1ccc(C(=O)NC2CCCc3ccccc32)cc1 (stereo not given)	-1	0	0.0	-3	-0.1	-3	-3	1	2
c1cncc(-c2nc(NCc3cccs3)c3ccccc3n2)c1	-2	0	0.5	-4	0.3	0	0	4	2
Cc1ccc(CNC(=O)CS(=O)(=O)Cc2nc(-c3ccc(C)cc3)oc2C)cc1	-5	0	-2.6	-15	0.6	-5	-16	-6	-6
O=C(Nc1ccc(Cl)cc1)[C@@H]1[C@@H]2C(=O)N(c3ccc(Cl)cc3)C(=O)[C@@H]2[C@H]2C=CC=NN21	5	-7	2.8	6	0.4	12	-15	18	0
O=C(COc1ccc(/C=N/NS(=O)(=O)c2ccccc2)cc1)N1CCOCC1	-6	2	-0.6	1	-0.2	-3	9	-4	1
O=C(c1cnccn1)N1CCN(c2ccccc2)CC1	2	1	-3.4	9	0.0	-2	8	2	8
Cc1c(C(=O)N2CCN(Cc3ccc4c(c3)OCO4)CC2)sc2ncnc(N3CCN(c4ccccc4F)CC3)c12	4	2	5.1	48*	0.2	4	5	2	3
CS(=O)(=O)N(CC(=O)Nc1ccccc1C(=O)N1CCOCC1)c1ccc(F)c(Cl)c1	-1	5	2.3	-1	-0.7	1	3	-4	-2
Cc1cc(C)c2nc(N3CCN(C(=O)c4cccs4)CC3)sc2c1	-5	9	0.6	21	-0.1	6	2	7	-8
COc1ccccc1NC(=O)c1ccc(NC(=O)Cc2n[nH]c(=O)c3ccccc23)cc1	2	-2	3.0	-6	0.1	-2	7	5	3
O=C1Nc2ccc(S(=O)(=O)NCc3ccco3)c3cccc1c23	0	-1	2.9	18	-0.1	-1	8	1	11
O=C(O)c1occc1CSc1ccccc1	1	-1	0.9	-3	-0.1	-3	3	8	-2
COc1cccc(CNC(=O)CCNC(=O)c2ccc(Br)o2)c1	-4	-2	-3.7	-1	-0.1	1	6	-2	5
O=C(NNC(=O)c1cc([N+](=O)[O-])ccc1Cl)c1cccs1	-3	2	0.4	10	0.0	-3	2	-2	5
NS(=O)(=O)c1ccc(N=Cc2ccc(Br)s2)cc1	-2	-3	1.3	-5	-0.1	-5	2	0	1
CCN(CC)c1ccc(/C=N/NC(=O)OC(C)(C)C)cc1	4	1	0.9	6	0.0	-3	0	-10	-5
COc1ccc(OC)c(NC(=O)c2cccc(NC(=O)c3ccccc3C(=O)O)c2)c1	-4	-1	-0.7	6	0.0	-1	0	-11	-3
